From PubChem
GPR55 antagonists: GPR55 antagonists blocking LPI-driven arrestin recruitment, primary screen, imaging, U2OS, beta-arrestin-GFP, LPI agonist (AID 2013); U2OS GPR55 beta-arrestin-GFP translocation imaging, LPI antagonism; higher % means a stronger effect; inhibition, % at 10 µM; hits with a dose series show IC50 in µM; hit rate 0.13% among 290,000;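 active = spots per cell inhibited over 60%, with over 100 cells counted and total cytoplasm intensity under 500,000; inconclusive = wells with under 100 cells, flagged as likely toxic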;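 also: U2OS cells stably carrying GPR55 and arrestin-GFP stimulated by 5 µM LPI near EC80; imaged beta-arrestin-GFP aggregate spots per cell after agonist stimulation; plate controls were LPI-stimulated DMSO wells for no effect and DMSO wells without LPI for full effect; some results filed as inactive read as strong as hits; confirmed hits need IC50 under 10 µM and bright autofluorescent wells are also inconclusive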
Siah-1 displacement: Siah-1 peptide-binding antagonists, primary screen, biochemical, fluorescence polarization, rhodamine-plectin, uHTS (AID 1817). hit rate 0.02% among 290,000. displacement, % at 20 µM; hits with a dose series show IC50 in µM. Siah-1 / rhodamine-plectin peptide fluorescence polarization; higher % means a stronger effect. E3 ubiquitin-protein ligase SIAH1 (Homo sapiens);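 active = displacement of at least 50% at 20 µM, with a fluorescence ratio check between 0.3 and a set limit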;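 also: plate controls were Siah plus tracer with DMSO for no effect and tracer alone without Siah for full effect; strong numbers were not always called active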
GPR35 arrestin U2OS: GPR35 antagonists blocking zaprinast-driven arrestin recruitment, primary screen, imaging, U2OS, beta-arrestin-GFP, zaprinast agonist (AID 2058). hit rate 0.052% among 290,000. U2OS GPR35 beta-arrestin-GFP translocation imaging, zaprinast antagonism; higher % means a stronger effect. inhibition, % at 10 µM; hits with a dose series show IC50 in µM;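 active = inhibition of at least 50% with at least 30 cells and total cytoplasm GFP at most 10,000,000; inconclusive = under 30 cells or total GFP of 10,000,000 plus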
K1F lysis inhibition: inhibition of K1F phage lysis, E. coli UTI89, bacterial capsule biogenesis inhibitors, alamar blue (AID 488966). E. coli UTI89 K1F phage lysis, alamar blue, 2 h; higher % means a stronger effect. hit rate 0.02% among 340,000. one-dose inhibition, % at 100 µM; IC50 in µM for titrated hits;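 active = phage lysis inhibition, versus mean bacterial control, above a set limit; inconclusive = no clear call, values can overlap the other calls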;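 also: capsule biogenesis inhibitors block K1F phage lysis so surviving cells raise fluorescence; higher fluorescence means more inhibition of phage lysis; actives were called in the ten point dose series up to 300 µM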
GPR55 activation: GPR55 agonists via beta-arrestin recruitment, primary screen, imaging, U2OS cells, beta-arrestin-GFP redistribution (AID 1961); G-protein coupled receptor 55 (Homo sapiens); U2OS GPR55 beta-arrestin-GFP redistribution imaging; higher % means a stronger effect; one-dose activation, % at 10 µM; EC50 in µM for titrated hits; hit rate 0.048% among 290,000;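 active = activation above 40% with more than 50 cells counted in the well; inconclusive = wells holding fewer than 50 cells, flagged as toxic or sparse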;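 also: U2OS osteosarcoma cells stably expressing GPR55 and beta-arrestin-GFP; plate controls were DMSO negative control for no effect and LPI positive control for full effect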
NTR1 ag: agonists of NTR1, primary screen, imaging, U2OS cells, beta-arrestin-GFP, high content (AID 493036). NTR1-U2OS beta-arrestin-GFP spot imaging, agonist mode. Neurotensin receptor type 1 (Homo sapiens), P30989. hit rate 0.17% among 330,000. activation, % at 20 µM;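 active = activation at or above 40% of the spot to cytoplasm intensity ratio, with at least 20 cells analyzed; inconclusive = wells under 20 cells, flagged as cytotoxic or low count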;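 also: 0% = DMSO without peptide and 100% = 100 nM NTR1 peptide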
Target sequence (P30989 whole entry, looked up): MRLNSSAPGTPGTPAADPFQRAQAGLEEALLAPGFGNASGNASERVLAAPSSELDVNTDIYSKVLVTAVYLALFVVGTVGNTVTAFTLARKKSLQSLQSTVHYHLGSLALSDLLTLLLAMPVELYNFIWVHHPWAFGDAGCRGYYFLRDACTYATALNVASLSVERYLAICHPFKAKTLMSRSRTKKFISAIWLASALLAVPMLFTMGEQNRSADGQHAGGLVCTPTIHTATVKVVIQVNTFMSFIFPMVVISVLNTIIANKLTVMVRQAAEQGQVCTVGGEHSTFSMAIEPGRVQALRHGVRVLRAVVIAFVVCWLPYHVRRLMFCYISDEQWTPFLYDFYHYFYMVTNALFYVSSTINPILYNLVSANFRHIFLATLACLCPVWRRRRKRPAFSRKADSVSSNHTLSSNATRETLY
AID2073: inhibitors of Mint1-CaV2.2 protein interaction, biochemical, HTRF (AID 2073). Voltage-dependent N-type calcium channel subunit alpha-1B (Homo sapiens). HTRF protein-protein interaction, Mint1-CaV2.2; higher % means a stronger effect. inhibition, % at 20 µM, or IC50 in µM where a hit was titrated. hit rate 0.19% among 290,000; in the data active = inhibition mostly above about 51%, no sharp cut-off; inconclusive = no clear call, values can overlap the other calls; inactive = mostly below about 53%; also: some results filed as inactive read as strong as hits
NS5 inhibitors: Dengue-2 NS5 methyltransferase inhibitors, primary screen, biochemical, confirmation dose response (AID 588689); Genome polyprotein (Dengue virus type 2 (strain 16681-PDK53)); Dengue-2 NS5 methyltransferase capping enzyme assay, biochemical; higher % means a stronger effect; inhibition, % at 25 µM, or IC50 in µM where a hit was titrated; hit rate 0.3% among 340,000; in the data active = a potency from the dose series; inconclusive = inhibition above about 29% without an active follow-up result
HIV fusion peptide: inhibitors of HIV fusion peptide binding, primary screen, biochemical, uHTS, fluorescence dequenching (AID 1986); one-dose inhibition, % at 20 µM; IC50 in µM for titrated hits; hit rate 0.3% among 290,000; cell-free peptide binding, fluorescence dequenching, 30 min; higher % means a stronger effect; in the data active = inhibition mostly above about 52%, no sharp cut-off; inactive = mostly below about 76%; also: some results filed as inactive read as strong as hits
NTR1 ag cell count 20 µM: recorded beside NTR1 ag, whose call it bears; cell count; measured here: cell count, cytotoxicity flag
Active calls of the source: *; ? = inconclusive; . = no result given; [ ] = remark or other dose. The list is partial. The share of hits here may be higher or lower than overall.

SMILES | GPR55 antagonists | Siah-1 displacement | GPR35 arrestin U2OS | K1F lysis inhibition | GPR55 activation | NTR1 ag | NTR1 ag cell count 20 µM | AID2073 | NS5 inhibitors | HIV fusion peptide
O=C(O)[C@@H]1C[C@H]1[C@@H](NP(=O)(c1ccccc1)c1ccccc1)c1ccccc1 | 2.6% | 9.0% | 17.6% | 1.4% | -0.1% | 2.0 | 80 | -2.2% | -1.2% | 4.4%
COc1ccc(C(=O)CC2(CC(=O)c3ccc(OC)cc3)C(=O)N(C)C(=O)N(C)C2=O)cc1 | 1.7% | 0.7% | 2.3% | 2.7% | -0.1% | 0.6 | 53 | 3.4% | 0.0% | 3.7%
CCOC(=O)c1c(N)n(CCN2CCCCC2)c2nc3ccccc3nc12 | -4.1% | -1.6% | -6.2% | 2.5% | -0.3% | 0.2 | 50 | 18.5% | -0.7% | 3.5%
COC(=O)CC(NC(=S)N1CC2C[C@@H](C1)Cn1c2cccc1=O)C(=O)OC (some centres not stated) | 10.9% | 1.0% | -3.6% | 0.4% | -0.1% | -0.6 | 83 | 20.9% | -6.5% | 1.3%
CC1(C)CC(=O)C(C2(O)C(=O)NC(=O)NC2=O)=C(O)C1 | 2.9% | 6.3% | 3.5% | 2.3%[50 µM] | -0.3% | -1.2 | 48 | -3.0% | 7.8% | 0.8%
CCn1c(C)cc(/C=C2\C(=O)NC(=O)N(c3ccccc3C)C2=O)c1C | 17.7% | 4.9% | -8.4% | 0.4% | 0.5% | -0.2 | 80 | 5.0% | -12.7% | -1.9%
CC#CP(=O)(OCC)C(O)(c1ccccc1)C(F)(F)F (configuration not stated) | 1.3% | 3.6% | -0.7% | 1.5% | 0.1% | 0.8 | 52 | 5.2% | -6.1% | 1.2%
Cc1ccc(S(=O)(=O)N2CC2(C)CCl)cc1 (configuration not stated) | 12.7% | 4.4% | 7.3% | 0.5% | -0.3% | 3.3 | 70 | -1.8% | 1.6% | -1.4%
CCN(CC)c1ccc(N=Cc2c(O)n(CCC3=CCCCC3)c(=O)[nH]c2=O)cc1 | -15.6% | -1.7% | 4.9% | 0.2% | -0.2% | 4.5 | 52 | 10.7% | ? | -2.6%
COc1cccc(CN2CCNCC2)c1 | 1.6% | 2.3% | -14.8% | 2.4% | 0.6% | -0.8 | 41 | 1.0% | . | -0.5%
CCc1c(C)nc(N)nc1N1N=C1SCC(=O)OC | 10.2% | 12.5% | -9.3% | -0.2% | -0.1% | 2.0 | 66 | 0.4% | 1.5% | 0.8%
c1ccc(C2NCc3ccccc3-n3cccc32)cc1 (configuration not stated) | 12.8% | 2.8% | 15.0% | 0.8% | 0.9% | -0.8 | 87 | -0.8% | 0.0% | 1.3%
COP(=O)(NS(=O)(=O)c1ccccc1)OC | 9.0% | 12.1% | 9.6% | -0.1% | 0.3% | 2.1 | 38 | 14.3% | -12.4% | -1.7%
O=C(N/N=C/c1c(O)n(Cc2ccc(F)cc2)c(=S)[nH]c1=O)c1ccncc1 | 0.1% | -12.1% | 6.5% | -0.5% | -0.2% | -1.4 | 68 | 15.4% | 10.7% | 22.9%
Cc1cccc(NC(=S)N2CC3CC(C2)c2cccc(=O)n2C3)c1C (configuration not stated) | 3.2% | 1.7% | -2.6% | 1.9% | -0.2% | 0.9 | 53 | -8.2% | 0.0% | 0.3%
CCC(C(=O)N1CCC2(CC1)OCCO2)n1c2ccccc2c2nc(=O)cc(C)n21 (configuration not stated) | -22.7% | -8.1% | 0.5% | 0.2% | 0.0% | 0.5 | 53 | 6.1% | 5.9% | -0.2%
CC(C)(C)n1cc(C(=O)c2ccccc2OCCCF)cn1 | 4.4% | 8.4% | 5.8% | 0.0% | -0.1% | 1.4 | 96 | 2.9% | -5.2% | -0.6%
O=c1[nH]c(=O)n(Cc2ccco2)c(O)c1C=NC1CCN(Cc2ccccc2)CC1 | -4.1% | 0.2% | -7.6% | . | -0.1% | 2.6 | 50 | -2.0% | . | 0.0%
O=C(CNC(=O)OCc1ccccc1)Nc1ccc(Br)cc1C(=O)c1ccccc1 | 29.9% | 2.6% | 10.0% | -2.9% | -0.1% | 16.9 | 47 | 2.4% | -0.8% | 0.9%
CC1(C)C(c2ccccc2)=NC(c2cccnc2)N1O (configuration not stated) | 0.6% | -0.5% | 16.3% | -0.3% | 0.0% | 2.6 | 83 | 5.7% | -1.4% | -3.3%
CC(C)(C)N1Cc2ccccc2C1=N | -6.4% | -1.7% | -12.8% | -0.2% | -0.1% | -1.3 | 90 | -2.0% | -13.1% | -0.8%
CCCC(=O)NC(Oc1ccccc1Cl)C(Cl)(Cl)Cl (configuration not stated) | 18.0% | -0.4% | 10.3% | 0.7%[50 µM] | 0.3% | -0.1 | 53 | 1.0% | -2.8% | 3.0%
Cc1cc(/C=C2\C(=O)NC(=O)N(c3ccc(Br)cc3)C2=O)c(C)n1C | 5.9% | -5.0% | 12.1% | 0.2% | 0.0% | 0.4 | 68 | 2.3% | ? | 18.2%
O=c1cccc2n1CC1CC2CN(C(c2ccccc2)c2sc3ncnn3c2O)C1 (configuration not stated) | 7.8% | 0.5% | -10.2% | -1.5% | 0.7% | -0.2 | 66 | -1.2% | -0.7% | 0.4%
COc1ccc(S(=O)(=O)NC(CC(=O)N2CCC3(CC2)OCCO3)C(C)C)cc1 (configuration not stated) | -10.5% | -2.5% | 0.4% | 0.1% | 0.4% | -0.3 | 35 | 2.5% | -6.3% | 3.1%
COc1ccccc1CC1/C(=N/O)C2CCN1CC2 (configuration not stated) | -0.2% | 1.4% | 4.6% | 0.2% | 0.4% | 0.4 | 58 | 1.1% | -3.5% | -1.8%
O=C(c1ccc(C(F)(F)F)cc1)C1CCCN(C2CCSCC2)C1 (configuration not stated) | 9.2% | -5.9% | 4.4% | -0.6% | -0.1% | 0.4 | 53 | -2.1% | 0.7% | 0.6%
O=C1c2ccccc2C(=O)N1Cc1nc2ccccc2c(=O)n1-c1cccnc1 | 9.6% | 1.7% | -2.0% | -0.7% | 0.2% | -0.1 | 37 | 1.6% | 8.3% | 2.8%
Cc1cc(C=C2C(=O)NC(=O)NC2=O)c(C)n1-c1ccncc1 | 9.5% | -4.8% | 8.6% | 0.2% | 0.2% | 1.0 | 56 | 14.9% | 6.1% | 3.9%
Cc1ccc2c(c1)C1CN(C)CCC1N2C(=O)/C=C/c1ccc2c(c1)OCO2 (configuration not stated) | -9.3% | 1.7% | 0.5% | 0.2% | 0.8% | -0.6 | 87 | 5.4% | 1.8% | 28.9%
CC(=NCc1cccnc1)c1c(O)n(-c2ccc(Cl)cc2)c(=O)[nH]c1=O | 7.6% | 3.7% | 10.0% | -0.4% | 0.1% | 0.9 | 40 | 2.2% | 0.8% | 0.5%
CC1(C)CN=C(Nc2ccc(F)c(Cl)c2)S1 | -6.7% | 4.5% | 16.7% | -0.1% | 0.2% | 4.9 | 45 | -12.9% | -0.8% | -0.8%
Fc1ccccc1CNCCc1c[nH]c2ccccc12 | 17.6% | 8.8% | -3.8% | 0.1% | -0.1% | 0.0 | 79 | 20.0% | -5.9% | 0.8%
NCCc1ccc(O)cc1 | 12.8% | -3.8% | 17.0% | 4.7% | 0.3% | 2.2 | 54 | 30.9% | -2.2% | -2.5%
CN1C(=O)C(=Cc2ccccc2Oc2ccc(Cl)cc2)C(=O)N(C)C1=O | -14.3% | -1.6% | -5.8% | -0.4% | 0.1% | 2.5 | 52 | 6.0% | 41.5µM* | 5.3%
CCOc1cc(C=C2C(=O)NC(=O)NC2=O)ccc1OCC(=O)N1CCOCC1 | 4.6% | 1.1% | 1.5% | 1.4%[50 µM] | 0.4% | 0.6 | 78 | 13.6% | 31.9% | 3.4%
Cc1cc(C)cc(N2C(=O)NC(=O)/C(=C\c3cccn3-c3ccccc3)C2=O)c1 | 57.6% | -0.5% | -22.1% | 1.6% | 1.2% | 76.3* | 58* | 20.7% | ? | 33.1%
O=c1c2ccccc2nc(-c2ccccc2Cl)n1-c1cccc(O)c1 | 6.2% | 1.8% | -10.1% | -0.9%[50 µM] | -0.1% | 0.0 | 87 | 10.7% | -5.9% | 1.1%
COc1ccc(OC)c(CN2CCN(C(=O)COc3cccc(C)c3)CC2)c1 | -1.3% | -4.5% | 5.1% | -0.3% | 0.2% | -1.8 | 35 | 9.3% | 4.3% | 0.9%
Cc1ccc2ccccc2c1NC(=O)CNC1CCCCC1 | 12.0% | -2.1% | 4.1% | -0.5% | -0.1% | 1.8 | 84 | 0.8% | -7.2% | -0.8%
CCOc1ccc2c(c1)c(C(C)=O)c(C)n2Cc1ccco1 | 9.5% | 7.2% | 4.7% | -0.1% | 0.2% | 5.7 | 62 | -2.9% | 5.3% | -0.4%
Cc1cccc(N=Nc2ccc(N(C)C)cc2)c1 | 4.5% | -0.9% | -3.6% | 0.8% | -0.2% | 2.2 | 50 | 2.6% | -4.9% | -1.7%
O=C(Nc1ccc2c(c1)OCO2)c1cn(Cc2ccc(F)cc2)nn1 | 23.2% | 2.5% | 10.9% | 5.1% | -0.1% | -1.6 | 45 | 17.7% | -2.4% | 1.8%
O=C(O)Cn1cc(/C=C2\C(=O)NC(=O)N(c3ccc(Cl)cc3)C2=O)c2ccccc21 | -9.6% | -2.9% | -0.2% | 0.2% | 0.3% | 0.9 | 85 | 39.3% | ? | 18.7%
CC(=NCCN1CCCCC1)c1c(O)n(Cc2ccccc2)c(=O)[nH]c1=O | 13.7% | 1.4% | -5.4% | -0.5% | -0.2% | -0.1 | 62 | 1.0% | -15.1% | 0.0%
COc1ccc(CCn2c(O)c(C=Nc3ccc(F)cc3)c(=O)[nH]c2=O)cc1OC | 4.0% | -0.2% | -7.9% | . | -0.1% | 1.8 | 72 | 15.0% | . | 2.1%
C[C@@]1([C@@H](NP(=O)(c2ccccc2)c2ccccc2)c2ccccc2)C[C@H]1CCO | 3.3% | 5.3% | -7.3% | 2.5% | 0.3% | 1.6 | 73 | 7.5% | 0.8% | 1.7%
CCC(C)C12CN3CCN(CC(C)(C3)C1O)C2 (configuration not stated) | 8.6% | -3.7% | -5.5% | 0.9% | -0.1% | -2.0 | 59 | 2.7% | -0.7% | -1.5%
